Screening data deposited in PubChem BioAssay by National Center for Advancing Translational Sciences (NCATS).
ALOX15B inhib = qHTS Assay for Inhibitors of 15-hLO-2 (15-human lipoxygenase 2). purified 15hLO-2, xylenol orange hydroperoxide absorbance. Potency, µM (series often up to 57.1 µM), without a hit: top-dose activity change, negative = inhibition, most hits filed as inhibitors. 110,000 tested, 0.56% active; note: potency is the fitted concentration of half-maximal effect; nearly all actives have a fitted effect of over 60% in size; many of its hits are not listed in these tables
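Screening format was qHTS against 50 nM purified 15hLO-2 in Hepes pH 7.5 with detergent. Activity follows hydroperoxide formation from 45 uM arachidonic acid, measured as 573:405 nm absorbance ratio of the ferric-xylenol orange complex.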
PNC assembly inh = High Content Assay for Compounds that inhibit the Assembly of the Perinucleolar Compartment; PC3M PTB-GFP, PNC prevalence imaging, 16 h; active compounds read low; activity change (PNC), negative = inhibition, % at 10 µM; 140,000 tested, 3.1% active;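 active = readout at or below -70, meaning at least 70% loss of cells showing the perinucleolar compartment, a nuclear body marking cancer cells; inconclusive = readout between -30 and a set limit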;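 note: plate controls were DMSO wells for no effect and camptothecin positive control wells for full effect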
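Read-out is percentage of cells bearing a perinucleolar compartment, from automated 20x imaging of fixed, Hoechst-stained PC3M PTB-GFP cells. Cells were seeded 4 h, then exposed 16 h to compound (23 nl of library stock) in duplicate plates.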
IMPase cell inh = qHTS Assay for Identifying the Cell-Membrane Permeable IMPase Inhibitors; inhibition (IP1 accumulation), % at 46.1 µM; 120,000 tested, under 10 active; Inositol monophosphatase 1 (Rattus norvegicus), P97697; CHO-M1 cells, IP1 accumulation, HTRF TR-FRET ratio; active = well fitted curve in the direction sought with a large enough effect in the signal ratio, not every such curve was filed as active; inconclusive = small, poorly fitted or top-dose-only effect, or a change in a side signal; inactive = no such curve, though single readings can be large or run the other way; the % refers to the signal ratio;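 note: cells stimulated with carbachol in lithium chloride buffer; plate controls were DMSO basal wells for no effect and reference inhibitor wells for full effect; higher means more IMPase inhibition seen as more IP1 and lower FRET ratio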
Target sequence (P97697 whole entry, looked up): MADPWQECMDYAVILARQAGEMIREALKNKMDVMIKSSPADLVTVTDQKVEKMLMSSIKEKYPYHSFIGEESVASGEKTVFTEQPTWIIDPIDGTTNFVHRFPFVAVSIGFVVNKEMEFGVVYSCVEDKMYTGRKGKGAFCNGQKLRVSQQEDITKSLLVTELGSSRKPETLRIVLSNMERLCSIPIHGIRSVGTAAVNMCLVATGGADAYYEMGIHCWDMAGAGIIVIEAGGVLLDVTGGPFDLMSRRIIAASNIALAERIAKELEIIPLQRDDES
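Elevated IP1 in lysates lowers TR-FRET signal (665/620 ratio and 620 channel reported). Cells were CHO-M1, given carbachol (50 uM as added) plus 50mM LiCl, pH 7.4, 30 min, 37C; compounds titrated up to 46 uM; AC50 by Hill equation.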
12-hLO inh = qHTS Assay for Inhibitors of 12-hLO (12-human lipoxygenase); purified 12-hLO, xylenol orange hydroperoxide absorbance; Potency, µM (titrated, usually from 57.1 µM), inactives show at the highest dose activity change, negative = inhibition, most hits filed as inhibitors; 150,000 tested, 0.12% active; note: potency is the fitted concentration of half-maximal effect; nearly all actives have a fitted effect of over 55% in size; many of its hits are not listed in these tables
Target sequence (P18054 whole entry, looked up): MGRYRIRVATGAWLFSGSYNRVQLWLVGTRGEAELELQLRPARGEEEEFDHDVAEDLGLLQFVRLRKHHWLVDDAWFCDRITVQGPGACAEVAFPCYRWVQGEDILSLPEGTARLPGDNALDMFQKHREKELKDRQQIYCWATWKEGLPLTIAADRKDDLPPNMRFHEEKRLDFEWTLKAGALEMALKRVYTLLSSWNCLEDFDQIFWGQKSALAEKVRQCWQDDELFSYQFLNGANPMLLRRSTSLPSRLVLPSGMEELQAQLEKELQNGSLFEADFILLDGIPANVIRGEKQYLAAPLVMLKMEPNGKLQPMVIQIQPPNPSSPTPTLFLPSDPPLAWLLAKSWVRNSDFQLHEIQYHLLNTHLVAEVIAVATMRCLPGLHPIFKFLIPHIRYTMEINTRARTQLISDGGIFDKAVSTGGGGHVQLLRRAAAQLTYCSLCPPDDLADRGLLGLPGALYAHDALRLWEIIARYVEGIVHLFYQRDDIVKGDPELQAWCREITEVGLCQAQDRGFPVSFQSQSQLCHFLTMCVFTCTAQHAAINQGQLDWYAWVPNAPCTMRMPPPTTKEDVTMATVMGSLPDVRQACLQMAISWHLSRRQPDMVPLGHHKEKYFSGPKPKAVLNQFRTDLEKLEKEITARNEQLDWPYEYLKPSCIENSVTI
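Purified human 12hLO (150 nM), preincubated 15 min with compound, then 40 uM arachidonic acid for 30 min, room temperature, Hepes pH 7.0 with 0.01% Triton X-100. Hydroperoxide detected by ferrous iron/xylenol orange; 573/405 nm absorbance ratio gives reaction progress.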
Active calls of the source: *; ? = inconclusive; . = no result given; [ ] = dose if it differs, or a comment. Unless noted, calls come from the whole dose curve; as a rule, active = well fitted curve in the direction sought with a large enough effect; inconclusive = small, poorly fitted or top-dose-only effect, or another doubt; inactive = no such curve, though single readings can be large; an effect the other way counts as inactive or inconclusive. Unless noted, % is set by controls: 0 for no effect and ±100 for the full control effect. Not all compounds are listed. The share of hits here may be higher or lower than overall.

SMILES | ALOX15B inhib | PNC assembly inh | IMPase cell inh | 12-hLO inh
C=CCn1c(SCCOC)nc2c1c(=O)[nH]c(=O)n2C | -10% | 15 | -2 | 5%
C=CCn1c(SCC(=O)/C(C#N)=C(\C)N)nnc1C1CCCCC1 | 3% | 20 | 1 | 2%
Cc1ccc(CNc2ncnc3c2cnn3-c2ccccc2)cc1 | -9% | 9 | -12 | 5%
CCC1=[N+](CC(=O)c2ccc(C)cc2)CCn2c(C)ccc21 | . | 13 | -4 | 0%
COC(=O)CSc1nnc(CNC(=O)c2ccc(OC)cc2OC)n1C | -3% | 15 | 4 | 2%
C=CC(=O)c1ccc2ccccc2c1 | 2µM* | . | . | 2.5µM*
CC(C)Cn1c2c(c(O)c(C(=O)Nc3ccc(F)cc3)c1=O)CCCC2 | 11% | 17 | 6 | -16%
Cn1nnnc1SCc1nnc(-c2ccccc2Br)o1 | 0% | 1 | 13 | -3%
CC(=O)CSc1nnc(Cc2ccc([N+](=O)[O-])cc2)o1 | 11% | ? | -3 | 1%
N[C@@H](CC1=CS(=O)(=O)c2ccc(Cl)cc21)C(=O)O | -7%[11.4 µM] | . | . | -6%[11.4 µM]
CC1CCN(CCc2nc3cc(NS(=O)(=O)c4ccccc4)ccc3n2C)CC1 | 41%[activator] | 28 | 5 | 0%
Cc1[nH]c2ccccc2c1C1(O)C(=O)N(Cc2ccc3c(c2)OCO3)c2ccccc21 (stereo not given) | ? | ? | -11 | -22%
C=CCNc1cnn(CC(C)=O)c(=O)c1Br | 3% | -1 | 14 | 0%
Oc1cc(-c2ccccc2)c2ccccc2c1 | . | -11 | . | -5%
S=c1[nH]cc(-c2ccc(Cl)cc2)n1-c1ccccc1 | . | 5 | . | 3%
CCOC(=O)c1ccc(NC(=O)CN2C(=O)CSCC2=O)cc1 | . | 6 | 2 | -4%
CC(=O)NC12CC3CC(C1)CC(C(=O)OCC(=O)NC(=O)c1cccn1C)(C3)C2 | 12% | -15 | -2 | -3%
Cc1ccsc1C1NC(=O)c2ccccc2N1 (stereo not given) | . | 308 | -5 | -1%
O=C(O)C1CCN(C(=O)c2ccccc2C(=O)N2CCC(C(=O)O)CC2)CC1 | 10% | 22 | -4 | 4%
C=CCn1c(SCc2c(C)noc2C)nc2sc3c(c2c1=O)CCC(C)C3 (stereo not given) | 12% | -26 | -17 | -3%
Cc1ccc(-c2noc(CN3CCC(C(N)=O)CC3)n2)cc1 | -12% | 3 | -1 | -2%
CNC(=S)N1CCc2ccccc2C1 | . | ? | . | -1%
Cc1ccc(C(=O)CSc2n[nH]c(-c3ccco3)n2)cc1C | -5% | 5 | -16 | -5%
COc1ccc(/C=N/n2c(SC)nnc2-c2ccccc2)cc1C | -15% | 2 | 5 | -9%
O=C(c1ccc2nc(N3CCOCC3)sc2c1)N1CCCC1 | -3% | 0 | -8 | -4%
COCc1[nH]nc2c1C1(C(=O)N(C)c3ccccc31)C(C#N)=C(N)O2 (stereo not given) | 2% | -9 | 5 | 0%
CCOC(=O)c1ccc(NC(=O)CSc2nc3ncccc3[nH]2)cc1 | . | 22 | . | -3%
CN(CC(=O)Nc1ccc(Cl)c(Cl)c1)C(=O)/C=C/c1ccc(F)cc1 | . | 20 | -2 | 1%
Cc1ccc(N=Cc2c(O)ccc3ccccc23)cc1F | . | 40 | . | -7%
Cc1ccc(NC(=O)c2oc3c(c2C)C(=O)CC(C)(C)C3)cc1 | -3% | ? | 11 | 1%
NC(=O)CNC(=O)[C@@H]1CC2(CC(c3ccccc3)=NO2)CN1C(=O)c1ccc(Br)cc1 (stereo not given in full) | 2% | 20 | 5 | -2%
CCOC(=O)c1cc(NC(=O)c2ccc(OC)cc2)c(=O)oc1-c1ccccc1 | -5% | 5 | 5 | 1%
CC(C)=CCC/C(C)=C/C=O | 2% | . | . | 0%
CCCCSc1nn[nH]n1 | 4% | 26 | -12 | -4%
Cc1cc(-c2ccc(N3CCOCC3)cc2)nc2ccccc12 | . | ? | -18 | -2%
N#CC1=C2N=C(N)c3ccccc3N2C2=C(C(=O)CCC2)C1c1cccc(Cl)c1 (stereo not given) | . | 20 | . | -8%
COc1cccc(C(=O)Nc2ccc(N(C)C)cc2)c1OC | -17% | 29 | 15 | 2%
O=C(/C=C/c1ccccc1)NCCc1ccc2c(c1)OCCO2 | . | ? | 6 | -4%
COc1ccc(S(=O)(=O)NCc2ccccn2)cc1Cl | 0%[2.29 µM] | ? | -5 | 0%
Cn1cc(C(=O)N/N=C/c2cccs2)c2ccccc21 | . | ? | 9 | 4%
CC1CCN(CCOc2ccc(OCc3ccccc3)cc2)CC1 | . | 42 | . | 4%
COc1ccc2c(c1)[n+](=O)c(C(C)=O)c(C)n2[O-] | -20% | 20 | 1 | 5%
O=C1CN2Cc3c(ccc(Cl)c3Cl)N=C2N1 | 2%[0.0915 µM] | . | . | 1%[0.00818 µM]
O=C(N/N=C/c1coc2ccccc2c1=O)c1cn(-c2ccccc2)nc1-c1ccc(F)cc1 | . | ? | . | -2%
O=C(Nc1ccc(Cl)cc1)C1CCN(C(=O)NC2CCCCC2)CC1 | 8% | 63 | -16 | 6%

Whole records as entered above. Values in the order: ALOX15B inhib, PNC assembly inh, IMPase cell inh, 12-hLO inh
`NC(=O)CNC(=O)[C@@H]1CC2(CC(c3ccccc3)=NO2)CN1C(=O)c1ccc(Br)cc1` (stereo not given in full) is listed with 2%, 20, 5, -2%
`CC1CCN(CCOc2ccc(OCc3ccccc3)cc2)CC1` is listed with ., 42, ., 4%
`Cn1cc(C(=O)N/N=C/c2cccs2)c2ccccc21` is listed with ., ?, 9, 4%
`CCCCSc1nn[nH]n1` is listed with 4%, 26, -12, -4%
`O=C1CN2Cc3c(ccc(Cl)c3Cl)N=C2N1` is listed with 2%[0.0915 µM], ., ., 1%[0.00818 µM]

Other entries:
SMILES | ALOX15B inhib | PNC assembly inh | IMPase cell inh | 12-hLO inh
C[n+]1cccc(/C=C\c2ccc3cccc(O)c3n2)c1 | 5%[11.4 µM] | . | . | 2%[11.4 µM]
Nc1c(NC2CCCCC2)c2ccccc2oc1=O | ? | -9 | 25 | -5%
O=C(c1ccco1)N1CCN(S(=O)(=O)c2ccc(S(=O)(=O)NC3CCCCC3)cc2)CC1 | -6% | -7 | 8 | -4%
CC1(C)C2CC=C(/C=N/NC(=O)c3ccccc3O)C1C2 (stereo not given) | . | ? | . | 2%
COc1cccc(NC(=O)N2CCC(N3CCCCC3)CC2)c1 | . | -2 | 3 | 3%
O=C(CN1C(=O)C2(OCCCO2)c2ccccc21)NCCc1ccccc1 | 2% | 16 | 4 | -1%
COC(=O)c1ccc(SC)cn1 | . | ? | . | 2%
COc1ccc(C2C(C#N)=C(N)Oc3cc(N)ccc32)cc1OC (stereo not given) | 5% | 26 | 2 | -24%
COc1cccc(C(=O)NCC(=O)OCC(=O)Nc2cc(OC)c([N+](=O)[O-])cc2C)c1 | . | -11 | -6 | 0%
CC1(C(=O)Nc2nnc(SCc3ccccc3)s2)Cc2ccccc2C(=O)O1 (stereo not given) | -29% | ? | 1 | -4%
Cc1ncc(CO)c(CN)c1O | -5%[11.4 µM] | . | . | -1%[11.4 µM]
O=C(Cn1c(CSc2ccccc2)nc2ccccc21)Nc1ccccc1 | 35%[activator] | -19 | 9 | 2%
CC(C)Cc1nc2n[nH]c(N)c2c2c1COC(C)(C)C2 | 1% | 19 | 3 | -2%
CCOC(=O)c1cnc(N(C)C)nc1SC(=N)N | -13%[11.4 µM] | . | . | 1%[11.4 µM]
COc1ccc(CCNC2CC(=O)N(CCc3ccc(OC)c(OC)c3)C2=O)cc1 (stereo not given) | 2% | -18 | -4 | 0%
CN1CCN(C(=O)c2cn(-c3ccccc3)nc2-c2cccnc2)CC1 | 14% | -20 | 2 | 11%
Cc1cccc(NS(=O)(=O)c2cccc3cccnc23)n1 | -5% | ? | 1 | 3%
Cc1ccc2cc(S(=O)(=O)NCCCC(=O)O)ccc2c1 | 2% | -12 | -4 | -5%
Cc1ccc(N/N=C(\C#N)C(N)=S)c(C)c1 | . | -6 | . | -16%
CCSc1nnc(NC(=O)C2(C)Cc3ccccc3C(=O)O2)s1 (stereo not given) | -3% | -13 | -1 | 3%
CCOC(=O)c1sc2nc(CSc3nc4ccccc4n3CC)[nH]c(=O)c2c1C | -20% | 16 | -3 | 3%
CC(C)NC(=O)Cn1c(SCC(=O)N2CCCCCC2)nc2ccccc21 | 6% | 11 | 8 | 4%
Cc1ccc(-c2nn(-c3ccccc3)cc2C2CC(c3cccs3)=NN2C(=O)CCCC(=O)O)cc1 (stereo not given) | -18% | 11 | -7 | -3%
CC(C)CCn1c(O)c(N=Nc2ccccn2)c2ccccc21 | . | ? | . | -6%
COCC(=O)N(C)C1(c2nnnn2CCOC(=O)Nc2cccc3ccccc23)CCCC1 | 1%[2.29 µM] | ? | 3 | -5%
Cc1c(NC(=O)c2cc(-c3ccc4c(c3)OCO4)on2)c(=O)n(-c2ccccc2)n1C | 0% | -10 | 2 | -5%
O=C(N/N=C/c1cc(Cl)ccc1O)c1ccc(Br)cc1 | . | -107* | . | -17%
COc1ccc(Cc2nnc(NS(=O)(=O)Cc3ccccc3)s2)cc1 | -2% | -3 | 5 | -2%
COC(=O)c1ccc(OCCOc2ccc(C(=O)OC)cc2)cc1 | 10% | -1 | 9 | 8%
CC(=O)NC(O)C(=O)c1ccccc1 (stereo not given) | 8% | -8 | 27 | -6%

Next part (4 carried over from the part before).
SMILES | ALOX15B inhib | PNC assembly inh | IMPase cell inh | 12-hLO inh
O=C(N/N=C/c1cc(Cl)ccc1O)c1ccc(Br)cc1 | . | -107* | . | -17%
COc1ccc(Cc2nnc(NS(=O)(=O)Cc3ccccc3)s2)cc1 | -2% | -3 | 5 | -2%
COC(=O)c1ccc(OCCOc2ccc(C(=O)OC)cc2)cc1 | 10% | -1 | 9 | 8%
CC(=O)NC(O)C(=O)c1ccccc1 (stereo not given) | 8% | -8 | 27 | -6%
CC1CCN(C(=O)C2CCN(CC(C)c3ccccc3)CC2)CC1 (stereo not given) | . | ? | -3 | 6%
Cc1ccc(CSC(N)=Nc2ccccc2)cc1C | -1%[11.4 µM] | . | . | 3%[11.4 µM]
CC(C)(C#N)Nc1ccccc1 | 10% | 0 | 10 | -1%
CSc1nnc(-c2ccc(F)cc2)o1 | 4% | 22 | 0 | -2%
COc1ccc(OC)c(CN2CCN(C(=O)c3cccc4ccccc34)CC2)c1 | -7% | ? | 9 | -10%
Cc1cc(SCC(=O)OCC(=O)NCc2ccc3c(c2)OCO3)c(C)cc1Br | . | ? | . | -7%
CCOc1ccc(NC(N)=O)cc1OCC | 0% | -19 | 4 | 1%
CN(CC(=O)N1CCc2ccccc21)S(=O)(=O)c1ccc(Cl)cc1 | 6% | -5 | -5 | -6%
CCOc1ccccc1NC(=O)CSc1nnc(CNC(=O)c2ccco2)o1 | -6% | 6 | 1 | -5%
CC(=O)OCCCN1C(=O)c2ccc(Br)cc2C1=O | -5% | 25 | -4 | 1%
CCOC(=O)C1=C(c2ccccc2)N=c2s/c(=C\c3ccco3)c(=O)n2C1c1cccs1 (stereo not given) | 7% | 11 | 6 | -3%
CN(C(=O)CSc1nc(-c2ccc(F)cc2)cs1)C1CCS(=O)(=O)C1 (stereo not given) | -9% | 49 | 9 | -5%

With a hit mark in ALOX15B inhib, among the entries above:
canonical_smiles,ALOX15B inhib,IMPase cell inh,12-hLO inh
C=CC(=O)c1ccc2ccccc2c1,2µM*,.,2.5µM*
